Bioassay records (PubChem)
LYP inhibition: inhibitors of LYP phosphatase, biochemical, fluorescence intensity, uHTS (AID 1779); recombinant LYP phosphatase, fluorescence intensity; higher % means a stronger effect; inhibition, % at 11.5 µM, or IC50 in µM where a hit was titrated; 290,000 tested, 0.054% active;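 further: plate controls were vehicle with enzyme for no effect and no enzyme for full effect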
Dynein transport: inhibitors of GR-EGFP nuclear translocation, primary screen, dynein cargo transport inhibitor project, imaging, high-content, 3617.4 mouse cells | 220,000 tested, 0.47% active | z-score, hits read low | AID 1381, 2008 | test concentration mostly 20 µM; stimulated with dexamethasone, 1 µM; active compounds read low;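 active means plate z-score of nuclear minus cytoplasmic receptor signal below a set negative limit, without overly bright fluorescence or cell loss, cut at about -3.5 in these data, passing the limit was not always enough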;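 further: z-score of nuclear minus cytoplasmic ring GR-EGFP intensity difference per well; some compounds called inactive have numbers as strong as hits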
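medium = tetracycline-free induction medium containing charcoal-stripped FBS | probe or stimulus = dexamethasone, 1.0 µM final | timing = 48 h induction, then 1 h compound, then 30 min agonist, 37 °C | detection = automated 10x imaging of fixed Hoechst-stained cells | read-out basis = nuclear versus cytoplasmic GR-EGFP signal, averaged per well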
SIAH1 antagonists: Siah-1 peptide-binding antagonists, primary screen, biochemical, fluorescence polarization, rhodamine-plectin, uHTS (AID 1817) | displacement, % at 20 µM, or IC50 in µM where a hit was titrated | E3 ubiquitin-protein ligase SIAH1 (Homo sapiens) | Siah-1 / rhodamine-plectin peptide fluorescence polarization; higher % means a stronger effect | 290,000 tested, 0.02% active;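 active means displacement of at least 50% at 20 µM, with a fluorescence ratio check between 0.3 and a set limit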;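 further: plate controls were Siah plus tracer with DMSO for no effect and tracer alone without Siah for full effect; strong numbers were not always called active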
M17LAP inhibition: P. falciparum M17LAP inhibitors, primary screen, biochemical, fluorogenic H-Leu-NHMec substrate, 1536-well (AID 1619); recombinant M17LAP, H-Leu-NHMec fluorogenic kinetic assay; higher % means a stronger effect; inhibition, % at 30 µM, or IC50 in µM where a hit was titrated; 220,000 tested, 0.38% active;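 active means compound inhibiting the enzyme by more than half at any dose during confirmatory dose-response retesting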;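 further: plate controls were full reaction with DMSO carrier for no effect and no enzyme background for full effect; strong numbers were not always called active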
P. falciparum M1AAP: P. falciparum M1AAP inhibitors, biochemical, fluorogenic H-Leu-NHMec substrate, 1536-well (AID 1445) | recombinant M1AAP, H-Leu-NHMec fluorogenic kinetic assay; higher % means a stronger effect | 220,000 tested, 0.42% active | one-dose inhibition, % at 30 µM; IC50 in µM for titrated hits | Aminopeptidase N (Plasmodium falciparum (isolate 3D7));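 active means primary inhibition above the hit cutoff, then over 50% inhibition at one or more dose response concentrations, cut at about 23% in these data, passing the limit was not always enough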;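 further: plate controls were DMSO full reaction for no effect and no enzyme background for full effect; strong numbers were not always called active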
XIAP antagonists: XIAP antagonists, biochemical, IAP family, fluorescence polarization (AID 1018); E3 ubiquitin-protein ligase XIAP (Homo sapiens); displacement, % at 20 µM; hits with a dose series show IC50 in µM; XIAP BIR domain, fluorescence polarization peptide displacement; higher % means a stronger effect; 200,000 tested, 0.007% active; in the data active means displacement above about 50%; further: a part of the inactive calls stands beside numbers as strong as those of hits
human PMI inhibitors: human PMI inhibitors, high substrate, primary screen, biochemical, fluorescence intensity, high mannose 6-phosphate (AID 1220); Mannose-6-phosphate isomerase (Homo sapiens); recombinant PMI enzyme, coupled fluorescence intensity; higher % means a stronger effect; inhibition, % at 20 µM; hits with a dose series show IC50 in µM; 190,000 tested, 0.66% active
AID2073: inhibitors of Mint1-CaV2.2 protein interaction, biochemical, HTRF (AID 2073); inhibition, % at 20 µM, or IC50 in µM where a hit was titrated; HTRF protein-protein interaction, Mint1-CaV2.2; higher % means a stronger effect; 290,000 tested, 0.19% active; in the data active means inhibition mostly above about 51%, no sharp cut-off; further: some results filed as inactive read as strong as hits
human PMI inhibition: inhibitors of human PMI, primary screen, biochemical, fluorescence intensity, coupled assay (AID 1209) | Mannose-6-phosphate isomerase (Homo sapiens) | purified PMI enzyme, coupled fluorescence intensity; higher % means a stronger effect | one-dose inhibition, % at 20 µM; IC50 in µM for titrated hits | 190,000 tested, 0.42% active;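 further: plate controls were DMSO vehicle for no effect and wells lacking substrate for full effect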
Dynein transport cytoplasmic EGFP: recorded beside Dynein transport, whose call it bears; z-score; measured here: cytoplasmic GR-EGFP intensity; active compounds read high
Dynein transport nuclear GR-EGFP: also measured in Dynein transport; calls as there; z-score; measured here: nuclear GR-EGFP intensity;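 lower value marks the stronger effect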
Dynein transport cell count: recorded beside Dynein transport, whose call it bears; z-score; measured here: cell count per field
An asterisk follows results filed as active; . = no result given. Unless noted, no stated cut-off is given here; in the data, active means inhibition above about 50%; inactive means the rest. Compounds as they come (roughly 2.1% active in at least one column).

SMILES	LYP inhibition	Dynein transport	Dynein transport cytoplasmic EGFP	Dynein transport nuclear GR-EGFP	Dynein transport cell count	SIAH1 antagonists	M17LAP inhibition	P. falciparum M1AAP	XIAP antagonists	human PMI inhibitors	AID2073	human PMI inhibition
CN1C[C@@H]2C(c3ccc(C(F)(F)F)cc3)C3(c4ccc(C#N)cc4)CC2(C3)[C@H]1c1ccccc1 (stereo partly specified)	-3%	-1.6	-0.78	-0.57	0.43	-3%	8%	-2%	.	.	-4%	.
COCC(C)n1c(C)cc(C(=O)COC(=O)CNC(=O)c2ccccc2)c1C (stereo unspecified)	-8%	-0.026	-0.23	-0.026	0.6	-1%	-4%	2%	-4.0%	7%	-1%	0%
COc1ccc(C(C)=O)cc1CSc1nnc(Nc2c(C)cccc2C)s1	6%	0.22	0.023	-0.12	-0.51	-3%	16%	-3%	4.1%	-4%	-6%	-4%
O=C(NCC(=O)N(c1cnc2ccccc2c1)C(C(=O)NC1CCCC1)c1ccncc1)c1ccco1 (stereo unspecified)	-7%	-0.12	0.25	0.17	1.5	17%	-7%	4%	-3.9%	5%	-2%	5%
OC1CCCN(CC(O)c2ccccc2)C1 (stereo unspecified)	-6%	-0.52	-0.28	-0.22	0.84	7%	3%	9%	2.0%	-19%	-12%	-12%
COc1ccc(CCN2C(=O)CC(NNc3ccc([N+](=O)[O-])cc3)C2=O)cc1OC (stereo unspecified)	0%	-0.39	-0.25	0.33	0.11	1%	4%	-1%	-13%	-10%	18%	-28%
O=S(=O)(N/N=C1/CC(c2ccccc2)Oc2ccccc21)c1ccc(Br)cc1 (stereo unspecified)	7%	-0.39	-0.23	-0.033	0.62	3%	15%	3%	-4.1%	3%	-1%	9%
Fc1ccc(-c2cn(-c3ccccc3)c3[n+]2CCS3)cc1	-5%	-0.94	-0.29	-0.53	1.2	5%	-5%	-4%	.	.	3%	.
COc1ccc(C2C(C(=O)N3CCCC3)c3cc(OC)c(OC)cc3C(=O)N2C)cc1 (stereo unspecified)	5%	-0.41	0.38	0.13	0.85	1%	3%	6%	-11%	9%	-1%	12%
CC(=O)C1=C(O)C(=O)N(C)C1c1ccccc1F (stereo unspecified)	-6%	0.34	-0.22	0.35	0.63	4%	15%	-1%	-5.1%	4%	5%	-5%
CCN(CC)C(=O)/C(NC(=O)c1ccccc1)=C(/Sc1ncccn1)c1ccccc1	-5%	-0.24	-0.3	-0.43	0.34	4%	2%	1%	-3.8%	8%	-22%	-5%
CCCCCNC(=O)C(C)Sc1ccc(Cl)cc1 (stereo unspecified)	1%	-0.7	-0.22	-0.15	1	-1%	10%	5%	-3.8%	0%	-2%	-1%
Cc1ccc(-c2cccc(NC(=O)C3C(C(=O)O)[C@@H]4C=C[C@H]3C4)c2)o1 (stereo partly specified)	-1%	-0.16	0.36	0.11	0.11	2%	23%	5%	-16%	20%	37%	16%
Cc1cccc(NC(=O)C2C(c3ccccc3)C2(Cl)Cl)c1 (stereo unspecified)	3%	-0.44	-0.2	-0.021	-0.044	12%	-1%	5%	2.5%	16%	-2%	20%
N#C/C(=C/c1ccc(N2CCCCCC2)o1)c1ccc(Cl)cc1	1%	-6.1	7.7	-1.8	-0.08	2%	17%	5%	0.9%	8%	4.8µM*	7%
CCN(C(=S)Nc1cc(S(=O)(=O)N2CCOCC2)ccc1Cl)c1cccc2ccccc12	-1%	-0.88	-0.33	-0.84	2.3	2%	-8%	-2%	-7.4%	3%	12%	-24%
O=C(CCN1C(=O)C2CCCCC2C1=O)Nc1nc(-c2ccc(F)c(F)c2)cs1 (stereo unspecified)	-2%	-1	-0.21	-0.56	0.81	17%	1%	3%	-3.9%	2%	2%	10%
Cc1cc(C)n(C(=O)c2ccc(Cl)c(F)c2F)n1	-4%	0.57	-0.3	0.45	-0.47	-1%	-10%	-5%	-8.8%	4%	-3%	-2%
CCCCCCNC(=O)CCCCCNS(=O)(=O)c1ccc(OC)cc1	-2%	0.079	-0.22	1.2	-0.54	20%	6%	3%	0.0%	4%	2%	4%
COc1ccccc1C(=O)Nc1onc(C)c1C#N	-6%	0.06	-0.26	0.066	0.48	5%	2%	4%	-3.3%	1%	36%	-1%
COc1cccc(/C=N/n2c(C)nc3ccccc32)c1OC	0%	2.9	-0.23	2.4	-1.4	1%	-2%	-4%	3.6%	8%	3%	9%
CCOC(=O)NCc1ccc(CNC(=O)OCC)cc1	-6%	-0.42	-0.024	0.56	-0.41	13%	-10%	-7%	-2.1%	8%	-4%	9%
CSc1nnc(-c2cccc(NC(=S)NN)c2)o1	-5%	-0.7	-0.36	-0.28	0.95	2%	15%	10%	4.9%	-2%	-7%	1%
CN1CC(c2ccccc2)C(c2ccc(Cl)cc2)=N1 (stereo unspecified)	-2%	-0.58	-0.29	-0.44	0.51	-6%	-17%	5%	-24%	18%	-1%	11%
Cc1cc(C)cc(N(CC(=O)NC2CCCCC2)C(=O)c2ccc(C)s2)c1	3%	1	-0.22	1.1	0.38	2%	-3%	0%	-2.3%	-1%	11%	0%

Some of these compounds in order of their number in Dynein transport cytoplasmic EGFP, rising.
SMILES	LYP inhibition	Dynein transport	Dynein transport cytoplasmic EGFP	Dynein transport nuclear GR-EGFP	Dynein transport cell count	SIAH1 antagonists	M17LAP inhibition	P. falciparum M1AAP	XIAP antagonists	human PMI inhibitors	AID2073	human PMI inhibition
OC1CCCN(CC(O)c2ccccc2)C1 (stereo unspecified)	-6%	-0.52	-0.28	-0.22	0.84	7%	3%	9%	2.0%	-19%	-12%	-12%
O=S(=O)(N/N=C1/CC(c2ccccc2)Oc2ccccc21)c1ccc(Br)cc1 (stereo unspecified)	7%	-0.39	-0.23	-0.033	0.62	3%	15%	3%	-4.1%	3%	-1%	9%
CCCCCNC(=O)C(C)Sc1ccc(Cl)cc1 (stereo unspecified)	1%	-0.7	-0.22	-0.15	1	-1%	10%	5%	-3.8%	0%	-2%	-1%
Cc1cccc(NC(=O)C2C(c3ccccc3)C2(Cl)Cl)c1 (stereo unspecified)	3%	-0.44	-0.2	-0.021	-0.044	12%	-1%	5%	2.5%	16%	-2%	20%
O=C(NCC(=O)N(c1cnc2ccccc2c1)C(C(=O)NC1CCCC1)c1ccncc1)c1ccco1 (stereo unspecified)	-7%	-0.12	0.25	0.17	1.5	17%	-7%	4%	-3.9%	5%	-2%	5%

Continuation:
SMILES	LYP inhibition	Dynein transport	Dynein transport cytoplasmic EGFP	Dynein transport nuclear GR-EGFP	Dynein transport cell count	SIAH1 antagonists	M17LAP inhibition	P. falciparum M1AAP	XIAP antagonists	human PMI inhibitors	AID2073	human PMI inhibition
CCCc1c(C)c2ccc(OCC(C)=O)cc2oc1=O	-9%	0.077	0.25	0.11	0.025	-4%	-8%	1%	-3.1%	16%	-3%	15%
Cc1cccc2cc(C#N)c(SCC(=O)NCC3CCCO3)nc12 (stereo unspecified)	-5%	-0.32	0.09	-0.52	-0.5	-6%	-13%	4%	4.0%	-6%	16%	-8%
O=C(c1cn2ccccc2n1)N1CCc2c([nH]c3ccccc23)C1c1ccccn1 (stereo unspecified)	-8%	0.33	-0.25	0.099	0.29	-4%	-5%	3%	-9.3%	2%	8%	1%
CCCC(=O)Nc1c(-c2ccc(OC)cc2)c(=O)c2ccccc2n1C	-11%	-0.58	0.13	-0.063	0.31	-4%	-27%	-2%	-6.1%	-19%	14%	-6%
Cc1noc(C)c1COC(=O)CNC(=O)c1ccc(Cl)cc1	-5%	1.3	-0.19	0.79	-1.4	-1%	2%	3%	-3.9%	-4%	4%	-4%
COc1ccc(C(=O)CSc2nnc(-c3cc(C)cc(C)c3)o2)cc1	-12%	0.45	-0.21	0.23	-0.31	2%	1%	2%	0.4%	-1%	20%	-5%
CC(=O)Nc1ccc2c(c1)nc(CCNC(=O)c1ccccc1)n2C	0%	1	-0.081	1.3	0.73	-3%	1%	4%	-2.7%	7%	11%	5%
O=C(CSc1nnc(-c2ccccc2O)n1-c1ccccc1)Nc1cccc(C(=O)O)c1	4%	1.8	0.022	0.99	-0.18	3%	10%	3%	-4.1%	-11%	10%	-8%
COc1ccc(CCNS(=O)(=O)c2cccc(C)c2)cc1OC	-11%	-0.9	-0.27	-0.28	0.74	2%	-4%	7%	-5.4%	-12%	-3%	-13%
CCOC(=O)c1c(NC(=O)C2CCCN(S(=O)(=O)c3ccccc3)C2)sc2c1CCCC2 (stereo unspecified)	8%	-0.32	-0.26	-0.62	0.57	2%	9%	-1%	-7.4%	6%	34%	4%
O=C(COC(=O)c1ccccc1Nc1ccc(SC(F)F)cc1)NC1CC1	-3%	-0.22	-0.22	0.28	-0.26	5%	5%	2%	-6.7%	12%	8%	4%
O=C(O)c1cc(-c2ccc(N3CCOCC3)cc2)nn1-c1ccc(F)cc1F	-5%	0.13	-0.21	-0.061	-0.25	1%	34%	-4%	-1.3%	8%	17%	6%
CCC(=O)Nc1cccc(-c2cn3ccccc3n2)c1	-7%	-0.22	-0.22	-0.27	0.29	3%	1%	7%	-0.4%	7%	6%	13%
COc1ccc2[nH]c(C)cc(=O)c2c1	-6%	-0.19	-0.13	-0.48	-0.54	0%	-7%	-3%	-7.1%	10%	8%	10%
O=C1CC2(CC(c3ccc(Cl)cc3)=NO2)C(=O)N1c1ccccc1 (stereo unspecified)	-5%	-0.22	-0.25	-0.17	0.97	-4%	0%	7%	.	.	-3%	.
COc1cccc2c(=O)cc(C)n(CC(=O)Nc3ccc(C)c(C)c3)c12	-2%	1.4	-0.29	-0.2	0.26	6%	-2%	-1%	-1.2%	6%	0%	8%
